TDP1 inh: inhibitors of human tyrosyl-DNA phosphodiesterase TDP1; Q9NUW8; recombinant TDP1, AlphaScreen DNA substrate cleavage; Potency, µM (series often up to 130 µM), inactives show top-dose activity change, negative = inhibition, actives largely listed as inhibitors; 350,000 compounds, 0.28% hits; further: nearly all actives have a fitted effect of over 40% in size
Target sequence (Q9NUW8 whole entry, looked up): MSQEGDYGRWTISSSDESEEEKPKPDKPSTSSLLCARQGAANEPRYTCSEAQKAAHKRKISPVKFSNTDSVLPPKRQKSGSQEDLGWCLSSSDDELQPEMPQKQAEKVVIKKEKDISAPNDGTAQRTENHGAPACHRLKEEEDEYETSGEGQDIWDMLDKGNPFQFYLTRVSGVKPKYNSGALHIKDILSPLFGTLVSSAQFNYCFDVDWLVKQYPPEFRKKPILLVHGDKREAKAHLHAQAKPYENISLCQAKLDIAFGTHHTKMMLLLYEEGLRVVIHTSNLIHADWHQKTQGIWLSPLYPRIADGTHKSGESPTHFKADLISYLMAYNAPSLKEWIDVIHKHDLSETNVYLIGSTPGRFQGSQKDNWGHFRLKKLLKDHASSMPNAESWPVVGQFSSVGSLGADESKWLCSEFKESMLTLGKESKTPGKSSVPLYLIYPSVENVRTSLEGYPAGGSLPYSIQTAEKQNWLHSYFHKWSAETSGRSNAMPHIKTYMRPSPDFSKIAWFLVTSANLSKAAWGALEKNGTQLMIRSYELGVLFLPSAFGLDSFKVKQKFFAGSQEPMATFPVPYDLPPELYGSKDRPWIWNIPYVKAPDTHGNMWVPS
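Enzyme-compound mixtures sat 15 min at room temperature, followed by a 5 min reaction with 15 nM final substrate and 10 min with AlphaScreen beads. Recombinant human Tdp1 was used at 1 nM final.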
DT40 TDP1 no CPT: qHTS for Inhibitors of human tyrosyl-DNA phosphodiesterase 1 (TDP1): qHTS in cells in absence of CPT | 420,000 compounds, 15% hits | DT40 Tdp1-/- hTDP1 cells, no CPT, ATP luminescence, 48 h | AID 686978, 2013 | Potency, µM (series often up to 46.2 µM), for inactives: at the top dose activity change, negative = growth inhibition, usual class: inhibitors; further: nearly all actives have a fitted effect of over 55% in size
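Chicken DT40 Tdp1-/- cells complemented with human TDP1, screened without camptothecin (DMSO vehicle only), 400 cells/well. Compounds pin-transferred, cells incubated at 37 °C for at least 48 hr. Growth read as ATP-dependent luminescence (CellTiter-Glo, 30 min at RT).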
DT40 TDP1 CPT: growth inhibition of DT40 Tdp1-/-;hTDP1 cells with camptothecin (screen for TDP1 inhibitors); 420,000 compounds, 12% hits; chicken DT40 Tdp1-/-;hTDP1 cells + 20 nM CPT, ATP luminescence, 48 h; AID 686979; Potency, µM (series often up to 46.2 µM), for inactives: at the top dose activity change, negative = growth inhibition, most hits filed as inhibitors; further: nearly all actives have a fitted effect of over 55% in size
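Chicken DT40 Tdp1-/- cells stably complemented with human TDP1 were seeded at 400 cells/well in medium containing 20 nM camptothecin, exposed to pin-transferred compounds, and grown at 37 °C for at least 48 hr. Viability was read as ATP luminescence.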
The depositor's hits bear a star; ? = inconclusive; / = not tested or not shown; [ ] = dose if it differs, or a comment. The call rests on the fitted dose curve; in most records, active means well fitted curve in the direction sought with a large enough effect; inconclusive means small, poorly fitted or top-dose-only effect, or another doubt; inactive means no such curve, though single readings can be large; an effect the other way counts as inactive or inconclusive. On the % scale 0 is the no-effect control and ±100 the full control effect; potency means the concentration at half of the fitted maximal effect. Hits appear at their usual frequency. About 18% of those tested had a hit in this group.

SMILES | TDP1 inh | DT40 TDP1 CPT | DT40 TDP1 no CPT
COc1c(C)cc(C(O)c2ncc(-c3ccccc3C(F)(F)F)[nH]2)cc1C (stereo not given) | / | ? | ?
CCCC(=O)Nc1nc(-c2ccccc2)c(CC)s1 | 2.7% | ? | ?
Cc1ccc2cc(-c3noc(C(C)(C)C)n3)c(=O)[nH]c2c1 | -2.0% | -13.5% | -21.2%
Cc1ccc(CN2CC(C(=O)N(CC(C)C)c3c(N)n(Cc4ccccc4)c(=O)[nH]c3=O)CC2=O)cc1 (stereo not given) | / | -2.1% | 3.7%
COc1ccc(C(=O)NCCc2nc3ccccc3[nH]2)cc1 | -2.2%[12.3 µM] | -18.7% | -2.6%
CN(C)CCN(C(=O)c1ccc(C(=O)c2ccccc2)cc1)c1nc2cc3c(cc2s1)OCO3 | 10.6% | -20.4% | ?
CNc1cc(Cl)nc(SC)n1 | 5.1% | 0.4% | 14.5%
CSc1cccc(NC(=S)N2CCCN(Cc3ccccc3F)C2)c1 | 4.8% | ? | -27.0%
CCCCCC(=O)N/N=C/c1ccccc1[N+](=O)[O-] | 7.1% | -5.2% | -25.5%
CCOCC(=O)N1CCCC(C(=O)OCC)C1 (stereo not given) | 2.2% | 8.4% | 4.1%
CCOC(=O)c1c(C)c(C(=O)NCCOC)c(C)n1CC | -3.3% | -1.5% | 0.4%
CCOc1ccc(CCNC(=O)c2ccc(C)c(S(=O)(=O)N3CCOCC3)c2)cc1OCC | / | ? | ?
CS(=O)(=O)N1CCN(c2ccc(C(=O)NC34CC5CC(CC(C5)C3)C4)cc2[N+](=O)[O-])CC1 | 6.7% | 14.6µM* | 9.2µM*
O=c1c2ccccc2n(Cc2ccccc2F)c(=O)n1Cc1ccccc1F | 2.8% | -22.3% | ?
Cc1cc(=O)c2cc(NC(=O)c3ccccc3Cl)ccc2[nH]1 | / | 9.6% | -21.4%
O=C(CSc1nncn1-c1ccccn1)Nc1ccccc1Cl | 9.2% | -6.6% | 9.8%
CCCc1cc(=O)[nH]c(SCC(=O)NC(=O)NC2CCCC2)n1 | -0.1% | ? | ?
Cc1ccc(OCC(=O)Nc2ccc(-c3nc4ncccc4o3)cc2)c(C)c1 | 4.1% | ? | ?
CC(=O)Nc1ccc(NC(=O)CC2CCCC2)cc1 | -7.7% | 0.1% | -6.5%
COc1ccc(NC(=O)Cn2c(=O)n(Cc3ccc(C(=O)NCc4ccccc4Cl)cc3)c(=O)c3ccccc32)cc1 | 2.1%[12.3 µM] | -11.4% | -26.8%
N=C(c1cccc([N+](=O)[O-])c1)N1CCCCCC1 | 2.4% | 8.8% | -3.5%
Clc1ccc(-c2cnn3c(-c4ccncc4)ccnc23)cc1 | 1.2% | ? | ?
COc1cccc(/C=C/C(=O)OCC(=O)c2ccc(C)c(C)c2)c1OC | -4.1% | -27.5% | 25.9µM*
NC(=O)CSc1oc(-c2ccco2)nc1S(=O)(=O)c1ccc(F)cc1 | 4.1% | 6.6% | 1.8%
CC(Sc1nnc(CNc2cccc3ccccc23)n1-c1ccccc1)C(=O)N/N=C/c1ccco1 (stereo not given) | -2.0% | -5.4% | -3.7%
Cc1ccc(C2c3[nH]c4ccccc4c3CCN2C(=O)c2cccc(C)c2)cc1 (stereo not given) | 10.8% | ? | 18.4µM*
O=C(NC(=S)Nc1cccc2[nH]ncc12)c1ccccc1 | 6.3% | -1.5% | -15.6%
COc1cc(NC(=O)c2cc(C)no2)c(OC)cc1Cl | / | 3.2% | 0.8%
O=c1oc2ccccc2c(Nc2ccc(F)cc2)c1[N+](=O)[O-] | 3.6% | ? | ?
CC(C)CNc1ncnc2c1ncn2[C@H]1CN(CCc2ccccc2)C[C@@H](CO)O1 | / | -10.3% | -28.1%

SMILES | TDP1 inh | DT40 TDP1 CPT | DT40 TDP1 no CPT
Cc1ccc(C)c(Oc2nnnn2-c2ccccc2)c1 | -6.3% | -3.3% | -14.1%
Clc1cccc(Cl)c1-c1noc(CN2CCOCC2)n1 | 8.2% | -0.7% | -12.3%
CCCS(=O)(=O)n1nc(-c2ccc(Br)cc2)cc1N | 2.6% | -25.4% | ?
Cc1ccc(-n2cc(CNC(C)Cn3cncn3)c(-c3ccc(F)cc3)n2)cc1 (stereo not given) | 5.1% | ? | ?
N/C(=N\OS(=O)(=O)c1ccc(Cl)cc1)c1cccnc1 | 7.1% | 13.9% | 7.6%
Cc1ccc(SCCNS(=O)(=O)c2ccc(F)cc2)cc1 | 2.1% | ? | -27.9%
CNc1ncnc2ccc(-c3ccccc3OC)cc12 | / | ? | 20.6µM*
Cc1c(-c2cccc(NC(=O)C(C)(C)C)c2)nc2ncccn12 | 4.4% | -4.6% | -3.4%
CC(Oc1ccc(F)cc1)C(=O)Nc1cc(S(=O)(=O)N2CCOCC2)ccc1N1CCCCC1 (stereo not given) | -10.0% | ? | 16.4µM*
Cc1ccc(N2CCN(/N=C/C(Cl)=C/c3ccccc3)CC2)cc1 | 0.0% | 5.8% | -24.4%
CC1(c2cnc(Nc3ccccc3)s2)CCC(=O)O1 (stereo not given) | 5.1% | -8.0% | 2.6%
O=C(CNC(=O)C1CC(=O)N(c2cccc3ccccc23)C1)Nc1ccccc1Br (stereo not given) | 0.7% | -3.0% | 16.8%
CN(C)c1nc(Oc2ccc(=O)n(-c3ccccc3)n2)nc(N2CCOCC2)n1 | 1.0% | -16.5% | -21.2%
[O-][n+]1ccccc1SC/C=C/c1ccccc1 | 2.6% | -3.2% | 11.4%
CCN(CC(=O)Nc1c(F)cccc1F)C(=O)c1ccc(S(=O)(=O)N2CCCCCC2)cc1 | 6.1% | -9.8% | -12.4%
CC1CCN(CCCNC(=O)c2ccc3c(=O)n(Cc4ccc(Cl)cc4)c(=S)[nH]c3c2)CC1 | 9.3% | ? | ?
O=C(CSc1nc(=O)n(Cc2cccnc2)c2c1CCC2)Nc1ccc(F)cc1F | 5.2% | -2.6% | -13.9%
CC1(c2nnc(Cc3ccccc3)o2)CC(c2ccc(F)cc2)=NO1 (stereo not given) | / | -5.0% | -22.6%
CCCOC(=O)CC1C(=O)NCCN1Cc1ccccc1C (stereo not given) | / | 3.0% | -12.5%
CC(C)(C)C1CCc2c(sc3nc(-c4cc5ccccc5oc4=O)[nH]c(=O)c23)C1 (stereo not given) | 0.0% | -12.4% | -6.2%
COc1ccc(/C=C2\SC(N3CCc4ccccc4C3)=NC2=O)cc1OC | 5.4% | -0.1% | ?
Cc1noc(C)c1COc1ccc(C(=O)N(C)CCOc2ccccc2)cc1 | 1.8% | ? | ?
CN(CCO)C(=O)c1cn(C2CCCN(Cc3ccc(C(F)(F)F)cc3)C2)nn1 (stereo not given) | / | 1.5%[9.04 µM] | ?
CCN(CC)CCCNC(=O)CN1N=C(c2ccccc2)CCC1=O | -2.6% | 1.2% | 17.5%
CC(C)(C)n1nnnc1C(c1ccc2ncccc2c1)N1CCC(O)CC1 (stereo not given) | -2.6% | -8.3% | 3.2%
O=C(c1ccccc1)C(CCC(CN1CCOCC1)C(=O)c1ccccc1)CN1CCOCC1 (stereo not given) | 5.1% | 0.731µM* | 1.46µM*
CC/C(=C\C(=O)c1ccncc1)Nc1ccc(O)cc1 | 4.0% | ? | 20.6µM*
CC(=O)N(C)c1ccc(NC(=O)Cc2cccs2)cc1 | / | 3.9% | 3.3%
COc1ccc(NC(=O)C2=CC(c3ccc(OC)c(OC)c3)=NS(=O)(=O)N2C)cc1 | / | 23.1µM* | 23.1µM*
Cc1ccc(O)c(N=Cc2ccc(C)s2)c1 | 7.8% | -16.9% | -14.9%

Two of the compounds above, with two lines to a compound.
Below each compound – TDP1 inh	DT40 TDP1 CPT	DT40 TDP1 no CPT
> COc1ccc(NC(=O)C2=CC(c3ccc(OC)c(OC)c3)=NS(=O)(=O)N2C)cc1
    /	23.1µM*	23.1µM*
> Cc1ccc(O)c(N=Cc2ccc(C)s2)c1
    7.8%	-16.9%	-14.9%

Additional records follow:
SMILES | TDP1 inh | DT40 TDP1 CPT | DT40 TDP1 no CPT
O=C(NCCN1CCOCC1)c1ccc(Cl)c(S(=O)(=O)N2CCCCCC2)c1 | 1.0% | -3.7% | -18.9%
COc1ccc(/C=C/CN2CCCC(CCC(=O)NCc3ccc(F)c(F)c3)C2)cc1 (stereo not given) | 9.0% | ? | 16.4µM*
COC(=O)Nc1ccc(S(=O)(=O)N2CCCC(C(=O)Nc3cccnc3)C2)cc1 (stereo not given) | -5.1% | -27.7% | 13.4%
Cc1ccc2cc3cc(C(=O)N4CCN(c5ccc(Cl)cc5)CC4)oc3nc2c1 | 2.3% | 9.2% | 8.3%
COc1ccc(C(=O)NC(c2ccc(Cl)cc2)c2cc(Cl)c3cccnc3c2O)cc1 (stereo not given) | 10.4% | 3.66µM* | 4.11µM*
CC1(C(=O)NS(=O)(=O)c2cccc(C#N)c2)CCN1C(=O)c1ccccc1 (stereo not given) | / | 4.6% | 1.6%
Cc1c(Cl)cccc1NC(=O)Cn1nc(C(F)(F)F)c2c1CCC2 | 0.0% | -25.5% | -4.1%
O=c1ccc(-c2ccccc2)no1 | -2.7% | 1.9% | 7.4%
O=C(C1CC(=O)N(c2ccc(F)cc2)C1)N1CCC(c2nc3ccccc3[nH]2)CC1 (stereo not given) | 4.7% | -12.9% | -27.4%
CCn1c(=O)cc(SCC(=O)NCc2ccc(Cl)cc2)c2ccccc21 | -1.9% | 10.3µM* | 20.6µM*
Nc1cc(C(F)(F)F)cc2c1SCC(=O)N2 | 0.0% | -7.8% | ?
COc1ccccc1Cc1c(-c2cccc(Cl)c2)nc2ccc(C)cn12 | / | 18.4µM* | 14.6µM*
COC(=O)C1SCCN1S(=O)(=O)c1ccc(Cl)cc1 (stereo not given) | / | 9.0% | -4.6%
CCn1c(CSc2nnc3ccccn23)nc2cc(C(=O)O)ccc21 | 2.0% | 5.2% | -2.3%
Cc1c(Br)c([N+](=O)[O-])nn1C(C)C(=O)NCc1cccs1 (stereo not given) | 4.0% | -21.6% | -9.6%
COc1cc(C)c(S(=O)(=O)n2c([N+](=O)[O-])cnc2C)cc1C | / | 18.0% | -1.4%
CCOCCn1c(CN2CCN(CCO)CC2)nc2c1c(=O)n(C)c(=O)n2C | / | -5.8% | 1.7%
COc1cccc(CNC(=O)COc2cc(O)c3c(c2)OC(C)(C)CC3=O)c1 | / | ? | ?
C[N+]1(CN2C(=O)C3C4C=CC(C4)C3C2=O)CCCCC1 (stereo not given) | -3.5% | 0.2% | -7.1%
O=C(Cc1cn(-c2ccccc2)nc1-c1ccccc1)N1CCCCC1 | / | ? | ?
COc1ccc(CNC(=S)Nc2cccc(OC)c2)cc1 | 3.3% | 1.4% | -13.1%
CCOC12CC(C)(C)CC(C)(CC3=C1C(=O)CC(C)(C)C3)C2 (stereo not given) | 1.9% | ? | ?
COc1ccc(-n2nc(C(=O)Nc3ccccn3)c3c4ccccc4n(C)c3c2=O)cc1 | 2.3% | -0.6% | -2.5%
O=C(O)c1cccc(-c2nnn(Cc3ccccc3)n2)c1 | 2.2% | -1.1% | 3.0%
Cc1ccc(NC(=O)c2cc3cc(C)ccc3n2C)cc1 | -2.6% | ? | -21.4%
O=C1C(=O)N(c2ccccn2)C(c2ccc(Br)cc2)/C1=C(/O)c1ccc(Br)cc1 (stereo not given) | 9.8% | -21.1% | ?
COc1ccc(CC(=O)NCc2ccc3c(c2)cc(C)n3C)cc1OC | 3.5% | -27.2% | 14.6µM*
C[C@H](CO)N1C[C@H](C)[C@@H](CN(C)C(=O)Nc2ccccc2)Oc2c(NC(=O)C3CCCCC3)cccc2C1=O | 0.4% | -17.3% | -9.8%
Cn1c(=O)[nH]c(=O)c2c1nc(NC1CCCCC1)n2Cc1ccccc1 | 1.9% | ? | ?
O=C(CSCc1cnn(-c2ccccc2)c1-n1cccc1)NCc1cccnc1 | -4.9% | ? | ?

SMILES | TDP1 inh | DT40 TDP1 CPT | DT40 TDP1 no CPT
COc1ccc(CCSc2nnc(C3CCCCC3)n2N)cc1 | 2.0% | ? | 11.6µM*
COc1cccc(C(=O)NNC(=S)NC2CCCCC2)c1 | 3.5% | 16.4µM* | ?
Cc1cccc(Nc2nnc(SCC(=O)NCC3CCCO3)s2)c1 (stereo not given) | 1.1% | -25.9% | -19.6%
COCCC(=O)NCC1Cc2cc(Cl)cc(-c3ccc4[nH]ccc4c3)c2O1 (stereo not given) | / | ? | ?
Cc1cc(-c2ccccc2C(=O)Nc2ccccc2O)on1 | 4.1% | -17.9% | -10.9%
Cc1ccc(NC(=O)C2CCN(C(=O)NC3CCCCC3)CC2)c(C)c1 | -2.5% | -4.8% | -14.0%
CC(=O)Nc1ccc(S(=O)(=O)Nc2cc(C)cn(Cc3ccc(C)cc3)c2=O)cc1 | 10.7% | ? | 11.6µM*
